Compound activity (PubChem)
Vif-APOBEC3F blk: qHTS for Inhibitors of Vif-A3F Interactions: qHTS; HeLa A3F-eYFP + Vif (tagged APOBEC3F with the HIV-1 protein that degrades it), YFP fluorescence increase; Potency, µM (titrated, usually from 46.1 µM), for inactives: at the top dose activity, negative = active; hit rate 0.2% among 390,000; AID 602313, 2012; note: potency is the fitted concentration of half-maximal effect; % of control where 0% means no effect; nearly all actives have a fitted effect of over 65% in size
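HeLa cells stably expressing A3F-eYFP plus Vif, plated and incubated overnight at 37 deg C, then exposed to compounds overnight at 37 deg C. Blocked degradation read as raised yellow fluorescence (Ex 488/Em 500-530).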
D1 agonist: Allosteric Agonists of the Human D1 Dopamine Receptor: qHTS; AID 504660, 2011; hit rate 1% among 360,000; activation, % at 2 µM; HEK293 T-REx D1 cells, calcium flux, agonist mode; in the data active = activation above about 30%; note: 0% is about no effect
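Inducible HEK293 T-REx D1 cells, force-coupled to calcium signalling, were plated at 4000 cells/well with tetracycline and held overnight at 30 C. After no-wash calcium dye loading, compound-evoked calcium rise over 180 s flagged agonists.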
D1 antagonist: Antagonist of Human D 1 Dopamine Receptor: qHTS; hit rate 3.2% among 360,000; HEK293 TREx D1 cells, calcium flux, dopamine EC80; stronger effect = lower value; activity change, negative = inhibition, % at 10 µM; D(1A) dopamine receptor (Homo sapiens), P21728; in the data active = activity change below about -30%; note: % is set by controls: 0 for no effect and ±100 for the full control effect
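Using tetracycline-induced force-coupled D1 Hek293 cells and a calcium dye, signals were followed for 180 s after compound, then for 180 s after EC80 dopamine, to detect inhibitors.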
Vif-A3G inh: qHTS for Inhibitors of Vif-A3G Interactions: qHTS; HeLa A3G-eYFP + Vif (tagged APOBEC3G with the HIV-1 protein that degrades it), YFP fluorescence, overnight; DNA dC->dU-editing enzyme APOBEC-3G (Homo sapiens), Q9HC16; Potency, µM (titrated, usually from 46.1 µM), without a hit: at the highest dose activity, negative = active, most hits filed as inhibitors; hit rate 0.076% among 410,000;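 note: potency is the fitted concentration of half-maximal effect; % is set by controls: 0 for no effect and ±100 for the full control effect; nearly all actives have a fitted effect of over 60% in size; hits raise eYFP signal because A3G escapes Vif-driven loss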
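Read-out is eYFP fluorescence (Ex 488/Em 500-530) from Vif-expressing HeLa A3G-eYFP cells; more signal means A3G escaped Vif-mediated degradation. Cells plated overnight, compound pinned in, incubated overnight at 37 deg C.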
D2 PAM: HTS Assay for Positive Allosteric Modulators of the Human D2 Dopamine Receptor: Primary Screen for Potentiators. HEK293 T-REx D2, calcium flux, EC20 dopamine potentiation. potentiation, % at 10 µM. hit rate 0.34% among 340,000. AID 485347, 2010;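 active = potentiation over 3 SD above the plate norm, cut at about 30% in these data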; note: 0% is about no effect
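Cells plated with tetracycline inducer and held overnight at 30 C; calcium dye loaded 30–90 min at room temperature; baseline taken, compound added and read 180 s; EC20 dopamine then added and read 180 s.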
LDHA inh: qHTS assay for inhibitors of human lactate dehydrogenase; L-lactate dehydrogenase A chain (Homo sapiens), P00338; purified LDHA, NADH/diaphorase-resazurin fluorescence; stronger effect = lower value; activity change, % (values are at about 110 or 230 µM); hit rate 0.15% among 480,000; in the data active = activity change below about -30%; inconclusive = mostly about -25% to -30%;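 note: plate controls were DMSO wells for no effect and wells without enzyme for full effect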
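LDH5 2 nM; NADH 0.06 mM, pyruvate 0.2 mM; 200 mM Tris pH 7.4, EDTA, Tween-20; 5 min RT. Detection: diaphorase 0.133 mg/mL + resazurin 37 µM, fluorescence ex540/em590 at 0 and 20 min; normalized to enzyme-free and DMSO wells.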
GRP78 ERSR act: qHTS for Inducers of the Endoplasmic Reticulum Stress Response (ERSR) in Human Glioma: qHTS | U87-MG GRP78 promoter luciferase reporter, 16 h | Potency, µM, inactives show top-dose activation, usual class: activators | AID 602332, 2012 | hit rate 0.02% among 420,000; note: potency is the fitted concentration of half-maximal effect; series mostly up to about 76 µM; % of control where 0% means no effect; nearly all actives have a fitted effect of over 35% in size
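Stably transfected U87-MG glioma cells carrying a GRP78-based luciferase sensor; 16 h compound incubation. Luminescence end-point read 10 min after Bright-Glo addition at room temperature.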
RXFP1 agonist: qHTS Assay for Agonists of the Relaxin Receptor RXFP1 | Relaxin receptor 1 (Homo sapiens), Q9HBX9 | HEK293T-RXFP1 cAMP TR-FRET, 30 min; response scale: percent of porcine relaxin response, buffer zero | Potency, µM (series often up to 57.5 µM), for inactives: at the highest dose activation, most hits filed as activators | hit rate 0.3% among 370,000; note: potency is the fitted concentration of half-maximal effect; % is set by controls: 0 for no effect and ±100 for the full control effect; nearly all actives have a fitted effect of over 60% in size; many of its hits are not listed in these tables
Target sequence (Q9HBX9 whole entry, looked up): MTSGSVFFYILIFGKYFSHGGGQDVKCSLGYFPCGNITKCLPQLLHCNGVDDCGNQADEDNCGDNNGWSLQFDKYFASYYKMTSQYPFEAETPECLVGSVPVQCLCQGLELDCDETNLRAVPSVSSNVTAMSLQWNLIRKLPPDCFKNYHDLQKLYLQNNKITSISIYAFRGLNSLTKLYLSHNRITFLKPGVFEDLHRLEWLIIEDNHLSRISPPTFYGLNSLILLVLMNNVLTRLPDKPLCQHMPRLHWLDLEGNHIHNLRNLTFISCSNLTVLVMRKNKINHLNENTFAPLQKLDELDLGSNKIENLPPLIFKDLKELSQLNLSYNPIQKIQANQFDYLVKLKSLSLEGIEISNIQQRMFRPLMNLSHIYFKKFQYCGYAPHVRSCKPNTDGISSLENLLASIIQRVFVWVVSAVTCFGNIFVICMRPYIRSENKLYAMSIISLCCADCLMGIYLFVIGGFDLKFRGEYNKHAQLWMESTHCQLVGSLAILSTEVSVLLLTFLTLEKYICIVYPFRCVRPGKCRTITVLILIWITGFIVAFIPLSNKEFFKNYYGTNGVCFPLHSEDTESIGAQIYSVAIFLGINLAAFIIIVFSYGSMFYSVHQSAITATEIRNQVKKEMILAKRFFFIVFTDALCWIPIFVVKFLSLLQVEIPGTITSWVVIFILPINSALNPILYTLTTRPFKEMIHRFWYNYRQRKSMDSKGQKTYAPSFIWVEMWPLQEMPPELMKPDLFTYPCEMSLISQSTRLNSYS
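Agonist response is measured as cAMP accumulation in an RXFP1-transfected HEK293T line under PDE4 inhibition. Values are scaled between buffer-only and 29 nM porcine relaxin, and EC50s come from standard Hill equation fits.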
D1 PAM: Potentiators of Human D1 Dopamine Receptor: qHTS | HEK293 TREx D1 cells, calcium flux, dopamine EC20 potentiation | potentiation, % at 10 µM | hit rate 0.036% among 360,000; in the data active = potentiation above about 30%; note: 0% is about no effect
* marks the source's active call; other numbers are inactive results. Unless noted, calls come from the whole dose curve; as a rule, active = well fitted curve in the direction sought with a large enough effect; inconclusive = small, poorly fitted or top-dose-only effect, or another doubt; inactive = no such curve, though single readings can be large; an effect the other way counts as inactive or inconclusive.

`CCCCn1c(N)c(N(CC(C)C)C(=O)CN2C(=O)NC3(CC(C)CC(C)(C)C3)C2=O)c(=O)[nH]c1=O` (stereo not drawn) gave Vif-APOBEC3F blk -4%, D1 agonist 3, D1 antagonist -2, Vif-A3G inh -1%, D2 PAM 5, LDHA inh -4, GRP78 ERSR act -5%, RXFP1 agonist 0.3% and D1 PAM 3.
Screening CCOC(=O)C1CCCN(C(=O)CC(C)c2ccccc2)C1 (stereo not drawn) returned Vif-APOBEC3F blk 6%, D1 agonist 5, D1 antagonist -33*, Vif-A3G inh -5%, D2 PAM 0, LDHA inh 2, GRP78 ERSR act 5%, RXFP1 agonist 1.0% and D1 PAM 4.
CN1CCC(NC(=O)c2cc(-c3cccc(Br)c3)nc3ccccc23)CC1 was read as Vif-APOBEC3F blk -7%, D1 agonist 38*, D1 antagonist -35*, Vif-A3G inh 2%, D2 PAM 10, LDHA inh -2, GRP78 ERSR act -7%, RXFP1 agonist -1.3% and D1 PAM -10.
Screening CCOC(=O)c1ccc(N2C(=O)c3[nH]nc(-c4ccc(OCC)cc4)c3C2c2ccc(OC)cc2OC)cc1 (stereo not drawn) returned Vif-APOBEC3F blk 2%, D1 agonist 4, D1 antagonist 6, Vif-A3G inh 0%, D2 PAM 0, LDHA inh 0, GRP78 ERSR act -2%, RXFP1 agonist -2.0% and D1 PAM 25.
For NC(=O)c1cccn1Cc1cccc(Cl)c1 the results were Vif-APOBEC3F blk -8%, D1 agonist 4, D1 antagonist -2, Vif-A3G inh 5%, D2 PAM 9, LDHA inh -1, GRP78 ERSR act -4%, RXFP1 agonist -0.2% and D1 PAM 3.
For COc1cc2ccccc2cc1C(=O)NC1CCCCC1 the results were Vif-APOBEC3F blk 4%, D1 agonist 3, D1 antagonist 4, Vif-A3G inh 2%, D2 PAM -10, LDHA inh 2, GRP78 ERSR act 3%, RXFP1 agonist -3.0% and D1 PAM 7.
`O=C(CSc1nnc(-c2ccco2)o1)NCCc1ccccc1` gave Vif-APOBEC3F blk inconclusive, D1 agonist 1, D1 antagonist -3, Vif-A3G inh -3%, D2 PAM 6, LDHA inh -2, GRP78 ERSR act -2%, RXFP1 agonist 1.5% and D1 PAM 1.
Screening NC(=O)CC(NC(=O)Cc1ccc(Br)cc1)c1ccc(NCCc2cccc(F)c2)c([N+](=O)[O-])c1 (stereo not drawn) returned Vif-APOBEC3F blk 3%, D1 agonist 6, D1 antagonist 1, Vif-A3G inh -8%, D2 PAM 3, LDHA inh -12, GRP78 ERSR act -3%, RXFP1 agonist 1.5% and D1 PAM -4.
`CCCCOc1ccc(S(=O)(=O)NC(=O)NCc2ccc(OCCC)cc2)cc1` gave Vif-APOBEC3F blk 1%, D1 agonist 1, D1 antagonist -38*, Vif-A3G inh -3%, D2 PAM 3, LDHA inh -2, GRP78 ERSR act -2%, RXFP1 agonist -0.1% and D1 PAM -15.
Screening Cc1cc2c(cc1S(=O)(=O)Nc1c(C)cccc1C)n(C)c(=O)c(=O)n2C returned Vif-APOBEC3F blk -1%, D1 agonist 4, D1 antagonist 1, Vif-A3G inh 1%, D2 PAM -3, LDHA inh -2, GRP78 ERSR act -7%, RXFP1 agonist 8.4% and D1 PAM -2.
`Cc1cc(C)n2c3c(c(C#N)c2n1)CC(C)(C)OC3` gave Vif-APOBEC3F blk 3%, D1 agonist 0, D1 antagonist -4, Vif-A3G inh -2%, D2 PAM 1, LDHA inh -2, GRP78 ERSR act -5%, RXFP1 agonist 4.5% and D1 PAM -2.
`Cc1ccc(O)c(N=Cc2cccs2)c1` gave Vif-APOBEC3F blk 2%, D1 agonist 8, D1 antagonist 7, Vif-A3G inh -23%, LDHA inh 35, GRP78 ERSR act -1%, RXFP1 agonist -3.3% and D1 PAM -4.

6 structures already listed, ordered by length of the SMILES, smallest number first.
For COc1cc2ccccc2cc1C(=O)NC1CCCCC1 the results were Vif-APOBEC3F blk 4%, D1 agonist 3, D1 antagonist 4, Vif-A3G inh 2%, D2 PAM -10, LDHA inh 2, GRP78 ERSR act 3%, RXFP1 agonist -3.0% and D1 PAM 7.
`O=C(CSc1nnc(-c2ccco2)o1)NCCc1ccccc1` gave Vif-APOBEC3F blk inconclusive, D1 agonist 1, D1 antagonist -3, Vif-A3G inh -3%, D2 PAM 6, LDHA inh -2, GRP78 ERSR act -2%, RXFP1 agonist 1.5% and D1 PAM 1.
`Cc1cc(C)n2c3c(c(C#N)c2n1)CC(C)(C)OC3` gave Vif-APOBEC3F blk 3%, D1 agonist 0, D1 antagonist -4, Vif-A3G inh -2%, D2 PAM 1, LDHA inh -2, GRP78 ERSR act -5%, RXFP1 agonist 4.5% and D1 PAM -2.
CN1CCC(NC(=O)c2cc(-c3cccc(Br)c3)nc3ccccc23)CC1 was read as Vif-APOBEC3F blk -7%, D1 agonist 38*, D1 antagonist -35*, Vif-A3G inh 2%, D2 PAM 10, LDHA inh -2, GRP78 ERSR act -7%, RXFP1 agonist -1.3% and D1 PAM -10.
Screening Cc1cc2c(cc1S(=O)(=O)Nc1c(C)cccc1C)n(C)c(=O)c(=O)n2C returned Vif-APOBEC3F blk -1%, D1 agonist 4, D1 antagonist 1, Vif-A3G inh 1%, D2 PAM -3, LDHA inh -2, GRP78 ERSR act -7%, RXFP1 agonist 8.4% and D1 PAM -2.
Screening CCOC(=O)c1ccc(N2C(=O)c3[nH]nc(-c4ccc(OCC)cc4)c3C2c2ccc(OC)cc2OC)cc1 (stereo not drawn) returned Vif-APOBEC3F blk 2%, D1 agonist 4, D1 antagonist 6, Vif-A3G inh 0%, D2 PAM 0, LDHA inh 0, GRP78 ERSR act -2%, RXFP1 agonist -2.0% and D1 PAM 25.

Not all compounds are listed; rates above refer to the full screens.
